Source: PubChem BioAssay
MOR-DOR ag – agonists of human mu-delta opioid receptor heterodimerization; activation, % at 9.3 µM; 340,000 tested, 0.3% active; cells, OPRM1-OPRD1 heterodimerization, luminescence; P35372+P41143; AID 504326; in the data active means activation above about 18%;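 further: 0% = vehicle-treated cells and 100% = reference agonist; values of inactives mirror those of a sister screen read the other way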
Target sequence (P35372 whole entry, looked up): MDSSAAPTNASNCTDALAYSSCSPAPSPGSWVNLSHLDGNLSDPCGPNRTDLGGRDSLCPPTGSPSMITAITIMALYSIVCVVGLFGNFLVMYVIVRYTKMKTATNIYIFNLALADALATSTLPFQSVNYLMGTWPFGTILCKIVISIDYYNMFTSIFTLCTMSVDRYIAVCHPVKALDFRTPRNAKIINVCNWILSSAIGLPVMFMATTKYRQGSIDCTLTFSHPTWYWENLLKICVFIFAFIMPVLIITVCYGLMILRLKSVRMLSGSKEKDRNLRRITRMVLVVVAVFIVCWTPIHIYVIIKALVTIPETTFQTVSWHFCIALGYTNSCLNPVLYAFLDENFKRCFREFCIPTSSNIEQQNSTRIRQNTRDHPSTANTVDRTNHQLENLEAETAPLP
Target sequence (P41143 whole entry, looked up): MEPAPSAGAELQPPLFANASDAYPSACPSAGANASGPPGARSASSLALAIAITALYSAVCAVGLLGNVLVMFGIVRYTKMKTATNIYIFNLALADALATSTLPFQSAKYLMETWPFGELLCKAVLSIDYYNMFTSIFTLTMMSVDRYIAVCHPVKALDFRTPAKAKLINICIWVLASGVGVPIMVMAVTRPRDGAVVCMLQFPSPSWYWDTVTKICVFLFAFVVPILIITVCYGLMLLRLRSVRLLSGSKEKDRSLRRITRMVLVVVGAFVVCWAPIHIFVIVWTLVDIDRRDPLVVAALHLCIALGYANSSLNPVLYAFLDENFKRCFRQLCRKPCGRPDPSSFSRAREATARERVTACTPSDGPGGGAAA
phage Ecoli inh – E. coli growth loss with phage present | AID 651602 | inhibition, % at 11.9 µM | growth absorbance | 360,000 tested, 0.26% active; in the data active means inhibition above about 11%
Ecoli viability – reduces bacterial viability in AddAB counter-screen; E. coli V3065 growth, OD600 absorbance, 18 h; inhibition, % at 11.9 µM; 330,000 tested, 0.27% active; AID 449728;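 active means inhibition above the campaign's mean inhibition across all tested compounds plus 3 SD, cut at about 9.9% in these data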;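 further: uninfected addAB+ strain grown without phage in ampicillin broth; 0% = DMSO wells and 100% = ciprofloxacin 0.95 µg/ml wells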
PKA-R1A act – PKA-R1A complex activation | 340,000 tested, 0.083% active | PKA-R1A dissociation, Cy5-IP20 fluorescence polarization; scaled: DMSO 0%, 113 µM cGMP 100% | P00514+P68181 | activation, % at 11.4 µM;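 active means percent activation above the mean of all tested compounds plus 3 SD, cut at about 19% in these data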;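 further: higher means more PKAc released from R1A so a rise in polarization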
Tat transport – E. coli Tat transport inhibition | E. coli MC4100 TorA-mCherry Tat export, fluorescence | inhibition, % at 10 µM | 340,000 tested, 0.036% active | AID 488895;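 active means mean replicate inhibition at least 50% and at least half of replicates individually reaching 50%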;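 further: exported cargo escapes ClpAP degradation while cytoplasmic cargo is degraded and loses fluorescence; 0% = median of neutral control wells and 100% = median of NaSCN control wells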
Arrestin-AP2 inh – blocks beta-arrestin peptide binding to AP2 adaptin; FITC-arrestin peptide / GST-AP2 beads, flow cytometry; AP2 beta2 appendage carries R879A mutation; inhibition, % at 10 µM; 340,000 tested, 0.31% active;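 active means inhibition above a set limit, near 3 SD of compounds lacking own fluorescence, cut at about 54% in these data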;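 further: plate controls were DMSO wells for no effect and 5 µM unlabelled arrestin peptide for full effect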
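system = GST-tagged AP2 beta2-adaptin appendage (R879A) on 4 µm glutathione beads | reagent = FITC-labelled arrestin peptide probe, 50 nM final | schedule = compound with beads 12 min RT, then probe 1 h RT | signal = HyperCyt-sampled flow cytometry, FL1 channel, ex 488/em 535 nm | read-out = percent response from loss of bead-bound FITC fluorescence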
MOR-DOR inv ag – inverse agonist of human OPRM1-OPRD1 heterodimerization | P35372+P41143 | cell-based MOR-DOR heterodimer luminescence, inverse agonism | inhibition, % at 9.3 µM | 340,000 tested, 0.21% active; in the data active means inhibition above about 22%, passing the limit was not always enough;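 further: 0% = cells with DMSO and 100% = wells without cells with DMSO; values of inactives mirror those of a sister screen read the other way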
SUMO Mot1 rescue – SUMOylation pathway inhibition by Mot1-301 growth rescue; S. cerevisiae Mot1-301 growth rescue, ATP luminescence, 38.5C; percent above DMSO median, 100 means doubled; growth rescue, % at 18.8 µM; 320,000 tested, 1% active; AID 2716;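 active means every valid replicate shows activation above 250% relative to neutral control wells; inactive means the rest, any valid replicate at or below 250%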;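 further: OY570 slx delta 5 strain wells were the positive control but not used for scaling; some compounds called inactive have numbers as strong as hits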
DSG3 Ab inh – blocks pemphigus antibody binding to human desmoglein-3; P32926; AID 588358; DSG3-coupled beads, scFv-anti-DSG3-GFP binding, flow cytometry; hits give low values; binding (percent of control), % at 10 µM; 310,000 tested, 0.48% active;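 active means binding more than 3 SD below its plate's average and above zero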;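 further: hits lower antibody fragment binding to DSG3; some compounds called inactive have numbers as strong as hits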
PfHsp90 set2 – growth inhibition of yeast expressing Plasmodium Hsp90. S. cerevisiae expressing PfHsp90, BacTiter-Glo ATP, 48 h; yeast lacking PDR1 and PDR3 efflux regulators. inhibition, % at 9.4 µM. 310,000 tested, 0.32% active. AID 504621;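 active means every replicate shows inhibition above about 80%, whatever the replicate mean, limit read from the data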;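 further: 0% = DMSO neutral controls and 100% = 20 µM radicicol positive controls; yeast relying on Plasmodium falciparum Hsp90 in place of its own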
AddAB inh – less growth of phage-infected E. coli with AddAB. inhibition, % at 11.9 µM. 330,000 tested, 0.29% active. AID 435030. E. coli expressing H. pylori AddAB, absorbance growth; in the data active means inhibition above about 12%;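 further: 0% = vehicle wells of infected cells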
Active calls of the source: *; · = not tested or not shown; & = joins results of further samples.

SMILES	MOR-DOR ag	phage Ecoli inh	Ecoli viability	PKA-R1A act	Tat transport	Arrestin-AP2 inh	MOR-DOR inv ag	SUMO Mot1 rescue	DSG3 Ab inh	PfHsp90 set2	AddAB inh
Cc1cc(Br)ccc1NC(=O)c1sc2ncn(CC(=O)N3CCN(c4ccccn4)CC3)c(=O)c2c1C	-1.2	0.5	0.4	-4.1	3.4	-4.6	6.4	-24.4	·	17.7	0.3
O=c1[nH]nc(Br)c(=O)n1C(c1ccccc1)c1ccccc1	4.9	3.0	·	1.4	2.2	23.6	-25.0	·	92.1	9.6	·
O=c1[nH]c(CN2CCN(c3ncccn3)CC2)nc2c(Br)cc(Br)cc12	1.0	-2.9	-4.4	-7.8	0.5	21.6	-5.4	-2.1	98.4	-27.9	-2.3
COCCNC(=O)Nc1ccc2nc(-c3ccco3)c(-c3ccco3)nc2c1	6.5	-1.8	-0.7	-3.0	-2.2	68.0*	-32.2	-8.9	86.3	-21.3	2.7
Cc1cc(C)c2c(n1)SCC(=O)N2CC(=O)Nc1ccccc1Cl	-2.2	3.6	-1.6	1.5	-6.5	-3.8	11.1	-3.7	107.3	1.5	5.6
C/C(=N\NC(=O)CSc1nc2ccccc2[nH]1)c1ccncc1	-1.5	5.4	2.0	-8.7	-2.6	1.6	7.2	-9.8	100.0	0.9	3.7
CCO/C(C)=N/n1c2nc3ccccc3nc2c2c(=O)n(C3CCCC3)c(C)nc21	-2.0	-2.4	-2.8	-2.2	5.4	2.3	9.9	4.1	·	2.7	1.5
COc1cccc(S(=O)(=O)NCc2ccc(C(=O)Nc3ccc(Cl)c(Cl)c3)cc2)c1	6.8	0.6	0.1	-13.1	-6.9	0.1	-31.1	12.8	96.4	-3.6	4.5
COc1ccc(CNC(=O)C2CCN(S(=O)(=O)c3ccc4c(c3)C(C)(C)C(=O)N4C)CC2)cc1	-2.0	-0.1	-1.3	-1.7	-8.6	2.6	11.9	-7.6	99.1	8.8	-1.7
CN(C)/C=C/C(=O)/C=C/c1cn(-c2ncc(C(F)(F)F)cc2Cl)c2ccccc12	8.8	3.8	-0.9	-0.4	-17.5	42.9	-44.0	6.0	112.3	120.7*	-0.6
Clc1cncc(Cl)c1N/N=C/c1ccncc1	-3.8	3.6	-2.2	-9.0	4.8	8.4	19.5	13.1	82.8	1.7	1.5
C=CC1CN(CC(=O)OC)S(=O)(=O)c2ccccc21 (stereo unspecified)	3.6	1.6	-0.5	3.8	2.3	1.0	-20.1	-3.5	105.3	9.4	3.0
c1cnn(-c2cc(N3CCOCC3)ncn2)c1	-1.5	4.0	-0.8	-7.2	-12.8	10.3	7.4	30.1	98.6	15.5	1.6
COC1=CC(=O)C=C(OC)C1=O	13.1	1.6	·	-20.2	-25.8	6.6	-71.0	·	·	4.1	·
CNc1nc(N/N=C/c2ccc([N+](=O)[O-])cc2)nc(Nc2ccccc2)n1	1.0	3.0	-0.9	4.3	-6.7	-7.8	-5.5	9.5	122.8	14.1	0.2
CCCCOc1ccc(C(=O)N(Cc2ccco2)C2CCS(=O)(=O)C2)cc1 (stereo unspecified)	-0.9	·	1.9	-2.2	4.3	-1.0	4.8	-6.4	·	-0.3	1.1
O=C1C2CCCN2C(=S)N1c1cc(Cl)ccc1Cl (stereo unspecified)	0.0	1.9	·	-3.2	-1.6	-27.1	-0.1	·	108.1	11.4	·
COc1ccccc1NC(=S)NCc1ccccc1	-0.1	3.2	-2.5	-3.0	-0.8	6.1	0.4	0.7	98.5	-12.0	-0.2
CC(=O)N1c2ccc(S(=O)(=O)NCCC(=O)Nc3cccc(Cl)c3)cc2CC1C (stereo unspecified)	0.2	-0.2	0.8	-4.8	-2.2	-4.0	-1.0	-4.2	105.0	7.2	2.4
Cn1c(=O)c(C(=O)NNC(=O)c2ccccc2Cl)c(O)c2ccccc21	-0.4	0.2	-2.3	2.4	-2.1	23.7	2.0	81.7	95.2	-24.8	1.4
COc1ccc(C(=O)N2CCCC(Nc3ccc(F)c(F)c3)C2)c(OC)n1 (stereo unspecified)	-2.9	0.1	-0.2	-12.6	4.0	-4.1	15.0	-24.6	101.5	10.4	2.0
O=C(COC(=O)c1nc(Cl)ccc1Cl)c1ccc[nH]1	3.4	4.8	2.3	0.7	-1.3	-15.2	-21.7	·	99.1	-19.8	3.9
O=C(NCc1ccccc1)c1n[nH]nc1-c1ccccc1O	-1.8	2.4	-3.1	8.7	-12.2	-6.4	9.9	-0.5	105.2	·	1.9
CCCC12CN3CC(C)(CN(C1)C3c1ccc3c(c1)OCO3)C2=O (stereo unspecified)	-0.5	1.6	1.7	-1.1	9.8	2.5	2.8	-11.9	102.8	-14.0	0.0
COC(=O)C1=C(C)NC(C)=C(C(=O)OC)C1C(=O)OC1CCCCC1=O (stereo unspecified)	-2.6&-0.6	0.4&2.3	-1.7	2.3&-11.9	9.4&-3.9	0.1&-0.4	13.2&3.4	0.0	94.5&92.0	1.7&4.8	0.4
SMILES	MOR-DOR ag	phage Ecoli inh	Ecoli viability	PKA-R1A act	Tat transport	Arrestin-AP2 inh	MOR-DOR inv ag	SUMO Mot1 rescue	DSG3 Ab inh	PfHsp90 set2	AddAB inh
O=C(Nc1nnc(S(=O)(=O)N2CCOCC2)s1)c1ccccc1Br	-0.2	2.4	-0.4	8.0	-3.4	3.8	0.9	11.4	98.6	-1.8	0.7
COC1=C(Nc2ccccc2)C(=O)c2ccccc2C1=O	5.1	3.4	-0.1	-5.9	-6.6	-2.0	-34.3	-10.4	96.6	25.6	1.5
O=[N+]([O-])c1ccccc1-c1cc(-c2ccccc2O)n[nH]1	2.7	0.7	-1.5	-9.6	3.8	-3.1	-11.9	-10.8	101.3	2.0	-1.6
O=c1cc(-c2ccccc2)nc2nc(COc3ccccc3)[nH]n12	-2.1	2.6	1.3	-3.3	-6.7	-1.4	8.8	1.9	·	17.3	3.1
C=CCN1C(=O)C(CC(=O)Nc2ccccc2F)S/C1=N\c1nccs1 (stereo unspecified)	-0.2	4.2	-0.3	-2.5	9.1	-3.2	1.3	183.5	114.9	-0.6	6.0
O=[N+]([O-])c1ccc(NCCNS(=O)(=O)c2ccccc2)cc1	-2.2	3.6	0.5	-2.0	-12.7	8.5	11.1	0.1	99.2	-4.8	-0.7
CC1CCCC(NC(=O)c2cccc(S(=O)(=O)NCc3ccccc3)c2)C1C (stereo unspecified)	0.7	2.4	-0.7	1.7	9.3	0.3	-3.0	-7.9	·	15.1	1.1
Cc1ccc(S(=O)(=O)CC(=O)N2CC(C)OC(C)C2)cc1 (stereo unspecified)	-3.2	3.0	3.2	2.9	1.7	0.1	16.4	-16.0	91.6	5.7	0.7
COc1ccc(S(=O)(=O)Nc2ccc(S(=O)(=O)N3CCCC3)cc2)cc1	0.6	0.0	0.6	-0.6	8.1	35.8	-3.7	10.0	94.8	-29.2	0.6
CC(c1ccccc1)C1OCC(C[N+]2(C)CCCCC2)O1 (stereo unspecified)	-3.5	1.7	1.7	-21.6	-3.1	-20.6	18.5	9.7	103.4	35.3	0.8
NC(=O)NC(CC(=O)NCCc1ccc(S(N)(=O)=O)cc1)c1ccc(Cl)cc1 (stereo unspecified)	-3.6	1.4	0.6	-2.6	-2.1	-8.9	18.7	-13.4	91.5	4.1	-0.8
C/C(CC1CC(COCCC(C)C)OC1=O)=N\NC(N)=S (stereo unspecified)	-2.4	1.6	0.7	-1.9	0.3	9.9	13.3	-15.5	102.3	0.4	-1.5
Cc1cccc(CC2CC(=O)N(C3CCCCC3)C2=O)c1 (stereo unspecified)	4.0	·	-1.0	3.8	11.3	8.5	-21.9	5.2	102.0	10.1	0.6
O=C(Nc1nc(-c2ccc(-c3ccccc3)cc2)cs1)c1cnccn1	-0.5	2.7	-1.1	2.0	-7.1	5.4	3.3	104.1	103.7	-26.9	-2.1
C/C(Cn1nnc2ccccc21)=N/OC(=O)c1c(F)cccc1F	-0.7	1.8	-0.4	-2.1	-1.2	36.3	3.3	4.3	101.5	2.8	0.2
CCN(CC)C(=O)Oc1ccc(OC(=O)N(CC)CC)cc1	0.3	1.4	-3.9	9.3	-2.2	16.8	-1.6	12.4	102.6	-22.3	-1.2
Cc1ccc(-n2ncc3c(=O)n(CC(=O)NCC4CCCO4)cnc32)cc1 (stereo unspecified)	-0.6	1.5	2.2	-5.8	-10.7	-1.2	3.6	41.6	94.8	-14.1	-0.1
C#CCn1c(O)c(N=NC(=O)CNC(=O)c2cccnc2)c2ccccc21	-3.0	2.8	-0.3	-10.9	0.0	-14.7	15.2	10.0	104.0	-8.4	3.3
CCN(CC)S(=O)(=O)c1ccc(NN)nc1	1.4	5.5	0.1	6.4	-2.2	-2.8	-7.1	-17.8	82.1	20.8	5.2
CNCc1ccccc1OCc1ccccc1F	-1.2	3.6	0.4	-7.6	-0.9	11.3	5.8	66.5	122.8	·	4.8
CCOC(=O)N1CCC(N2C(=O)c3cc(C(=O)NC4CCCCC4)ccc3C2O)CC1 (stereo unspecified)	-2.1	3.8	-1.1	-0.9	1.7	-0.6	10.5	4.0	110.6	-43.6	1.4

Some entries already given, limited to MOR-DOR inv ag.
Compound	MOR-DOR inv ag
O=C(NCc1ccccc1)c1n[nH]nc1-c1ccccc1O	9.9
CCCC12CN3CC(C)(CN(C1)C3c1ccc3c(c1)OCO3)C2=O (stereo unspecified)	2.8

Three entries from above, ordered by their value in PKA-R1A act, descending:
| molecule | MOR-DOR ag | phage Ecoli inh | PKA-R1A act | Tat transport | Arrestin-AP2 inh | MOR-DOR inv ag | SUMO Mot1 rescue | DSG3 Ab inh | AddAB inh |
| --- | --- | --- | --- | --- | --- | --- | --- | --- | --- |
| CCOC(=O)N1CCC(N2C(=O)c3cc(C(=O)NC4CCCCC4)ccc3C2O)CC1 (stereo unspecified) | -2.1 | 3.8 | -0.9 | 1.7 | -0.6 | 10.5 | 4.0 | 110.6 | 1.4 |
| C=CCN1C(=O)C(CC(=O)Nc2ccccc2F)S/C1=N\c1nccs1 (stereo unspecified) | -0.2 | 4.2 | -2.5 | 9.1 | -3.2 | 1.3 | 183.5 | 114.9 | 6.0 |
| COC1=C(Nc2ccccc2)C(=O)c2ccccc2C1=O | 5.1 | 3.4 | -5.9 | -6.6 | -2.0 | -34.3 | -10.4 | 96.6 | 1.5 |

Compounds were not picked by outcome; any-hit rate near 2.8%.
